RTF Ca sens inh: cardiac RTF calcium desensitization | P19429+P45379 | IANBD-labeled cardiac RTF, Ca2+ fluorescence | inhibition, % at 7.15 µM | 0.12% of 340,000 active | AID 493244;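 active = inhibition above the mean inhibition of all tested compounds plus 3 SD, cut at about 17% in these data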;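 also: assay run at fixed EC70 calcium of 1.6 mM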
PfHsp90 set2: inhibits growth of yeast expressing Plasmodium falciparum Hsp90 | S. cerevisiae expressing PfHsp90, BacTiter-Glo ATP, 48 h; yeast lacking PDR1 and PDR3 efflux regulators | inhibition, % at 9.4 µM | 0.32% of 310,000 active | AID 504621;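 active = every replicate shows inhibition above about 80%, whatever the replicate mean, limit read from the data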;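 also: 0% = DMSO neutral controls and 100% = 20 µM radicicol positive controls; yeast relying on Plasmodium falciparum Hsp90 in place of its own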
LANA DNA inh: blocks KSHV LANA C-terminal domain binding to DNA. MBP-C-LANA/FAM-LBS DNA binding, fluorescence polarization. inhibition, % at 9 µM. 0.078% of 340,000 active. AID 504423;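 active = highest replicate inhibition at or above 60% at 9 µM, even if other replicates fall short; inactive = all replicates below 60% inhibition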;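 also: 0% = neutral control wells and 100% = 4 µM acridine orange control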
Mot1-301 SUMO: SUMOylation pathway inhibition by Mot1-301 growth rescue | S. cerevisiae Mot1-301 growth rescue, ATP luminescence, 38.5C; percent above DMSO median, 100 means doubled | growth rescue, % at 18.8 µM | 1% of 320,000 active | AID 2716;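 active = every valid replicate shows activation above 250% relative to neutral control wells; inactive = the rest, any valid replicate at or below 250%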;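 also: OY570 slx delta 5 strain wells were the positive control but not used for scaling; some compounds called inactive have numbers as strong as hits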
dFosB act: enhances mouse delta FosB homodimer DNA binding; AID 493131; 0.99% of 340,000 active; purified delta FosB, TAMRA-CDK5 oligo fluorescence polarization; percent of positive-control signal above neutral wells; activation, % at 25 µM;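 active = mean activation above about 17%, with every replicate also reaching it, limit read from the data, passing the limit was not always enough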;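 also: fluorescence polarization rise as delta FosB binds a TAMRA Cdk5 AP-1 oligo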
CDK5 p35 inh: CDK5/p35 (human) kinase inhibition; Q00535+Q15078; inhibition, % at 10 µM; 0.01% of 330,000 active; Recombinant CDK5/p35, ADP-Glo luminescence, 60 min;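 active = highest replicate inhibition of at least 50% and at least 75% of replicates reaching 50%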;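 also: plate controls were DMSO neutral control for no effect and GW8510 at 10 µM for full effect; many of its hits are not listed in these tables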
Target sequence (Q00535 whole entry, looked up): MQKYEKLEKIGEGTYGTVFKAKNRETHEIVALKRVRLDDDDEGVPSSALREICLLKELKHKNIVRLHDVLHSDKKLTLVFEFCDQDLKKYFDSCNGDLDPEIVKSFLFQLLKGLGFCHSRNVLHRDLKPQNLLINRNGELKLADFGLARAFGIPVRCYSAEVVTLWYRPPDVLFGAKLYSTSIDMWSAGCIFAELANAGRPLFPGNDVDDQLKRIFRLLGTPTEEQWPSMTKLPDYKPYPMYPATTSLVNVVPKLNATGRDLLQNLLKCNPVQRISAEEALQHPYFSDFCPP
Target sequence (Q15078 whole entry, looked up): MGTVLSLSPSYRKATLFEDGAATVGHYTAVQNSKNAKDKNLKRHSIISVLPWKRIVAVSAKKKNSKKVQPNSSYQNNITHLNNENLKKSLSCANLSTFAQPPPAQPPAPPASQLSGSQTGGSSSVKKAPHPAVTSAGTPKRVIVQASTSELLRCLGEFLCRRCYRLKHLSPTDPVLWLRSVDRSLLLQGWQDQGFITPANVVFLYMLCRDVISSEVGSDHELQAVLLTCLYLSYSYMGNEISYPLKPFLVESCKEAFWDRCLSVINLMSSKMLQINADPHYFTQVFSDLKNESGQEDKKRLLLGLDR
Rtt109 Vps75: C. albicans Rtt109 histone acetyltransferase inhibition; AID 540336; inhibition, % at 34.9 µM; purified Rtt109/Vps75, ThioGlo CoA-SH fluorescence, 4 h; 0.16% of 330,000 active;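 active = inhibition of at least 50% in every replicate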
Target sequence (Q5AAJ8 whole entry, looked up): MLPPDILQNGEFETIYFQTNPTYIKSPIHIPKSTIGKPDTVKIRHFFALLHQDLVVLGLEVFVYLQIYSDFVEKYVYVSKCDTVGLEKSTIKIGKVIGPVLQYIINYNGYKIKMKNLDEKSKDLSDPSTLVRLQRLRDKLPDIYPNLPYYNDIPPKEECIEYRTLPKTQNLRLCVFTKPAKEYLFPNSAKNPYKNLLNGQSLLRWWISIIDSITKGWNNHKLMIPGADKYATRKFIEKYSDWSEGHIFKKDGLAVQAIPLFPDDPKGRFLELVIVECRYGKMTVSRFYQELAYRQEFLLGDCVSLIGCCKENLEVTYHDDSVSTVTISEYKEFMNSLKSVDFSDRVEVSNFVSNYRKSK
NSD2 inh: inhibitors of human histone methyltransferase NSD2. O96028. NSD2 peptide methylation, AlphaScreen, 120 min. inhibition, % at 12.5 µM. 0.54% of 310,000 active; in the data active = inhibition above about 50%
PvdQ acylase: P. aeruginosa PvdQ acylase inhibition | inhibition, % at 10 µM | AID 488965 | purified PvdQ acylase, fluorescence plate reader | 0.063% of 340,000 active; in the data active = inhibition above about 30%, passing the limit was not always enough;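 also: 0% = vehicle neutral wells and 100% = reference inhibitor wells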
Keap1 Nrf2 FP: inhibitors of human Keap1-Nrf2 protein-protein interaction. Q14145. Keap1 Kelch-Nrf2 peptide fluorescence polarization, 1536-well. inhibition, % at 9.4 µM. 0.15% of 340,000 active. AID 504523; in the data active = inhibition above about 12%;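 also: human Keap1 Kelch domain with fluorescein labeled Nrf2 9mer peptide probe; 0% = neutral control wells and 100% = peptide positive control; higher means more block of Keap1 binding to Nrf2 peptide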
cardiac RTF act: increases calcium sensitivity of human cardiac regulated thin filaments. P19429+P45379. IANBD-labeled TnC RTF fluorescence at EC20 calcium; 0% EC20 calcium, 100% full calcium. activation, % at 7.2 µM. 0.24% of 340,000 active;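 active = activation above the mean over all tested compounds plus 3 SD, cut at about 30% in these data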;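 also: rise in fluorescence read as greater calcium sensitivity of cardiac thin filaments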
* hit, by the source's call.

The first three compounds, ahead of the listing:
Screening CCOC(=O)c1cc2cc(OC)ccc2nc1C returned RTF Ca sens inh -7, PfHsp90 set2 -21, LANA DNA inh 0.2, Mot1-301 SUMO 10, dFosB act -13, CDK5 p35 inh -1.4, Rtt109 Vps75 15, NSD2 inh -2, PvdQ acylase -5, Keap1 Nrf2 FP -3 and cardiac RTF act 0.
For NC(=S)NN=C1Cc2cccc3cccc1c23 the results were RTF Ca sens inh -13, PfHsp90 set2 -52, LANA DNA inh -2.8, dFosB act 3, CDK5 p35 inh -1.6, Rtt109 Vps75 -2, NSD2 inh 0, PvdQ acylase -13, Keap1 Nrf2 FP -2 and cardiac RTF act 0.
Screening CCOC(=O)c1c(C)[nH]c(C(=O)/C(C#N)=C/c2ccc(OC(F)F)c(OC)c2)c1C returned RTF Ca sens inh -20, PfHsp90 set2 -1, LANA DNA inh -0.9, Mot1-301 SUMO -16, dFosB act -6, CDK5 p35 inh 0.1, Rtt109 Vps75 1, NSD2 inh 30, PvdQ acylase 1, Keap1 Nrf2 FP 3 and cardiac RTF act 7.

This part in full (from the top)
Screening CCOC(=O)c1cc2cc(OC)ccc2nc1C returned RTF Ca sens inh -7, PfHsp90 set2 -21, LANA DNA inh 0.2, Mot1-301 SUMO 10, dFosB act -13, CDK5 p35 inh -1.4, Rtt109 Vps75 15, NSD2 inh -2, PvdQ acylase -5, Keap1 Nrf2 FP -3 and cardiac RTF act 0.
For NC(=S)NN=C1Cc2cccc3cccc1c23 the results were RTF Ca sens inh -13, PfHsp90 set2 -52, LANA DNA inh -2.8, dFosB act 3, CDK5 p35 inh -1.6, Rtt109 Vps75 -2, NSD2 inh 0, PvdQ acylase -13, Keap1 Nrf2 FP -2 and cardiac RTF act 0.
Screening CCOC(=O)c1c(C)[nH]c(C(=O)/C(C#N)=C/c2ccc(OC(F)F)c(OC)c2)c1C returned RTF Ca sens inh -20, PfHsp90 set2 -1, LANA DNA inh -0.9, Mot1-301 SUMO -16, dFosB act -6, CDK5 p35 inh 0.1, Rtt109 Vps75 1, NSD2 inh 30, PvdQ acylase 1, Keap1 Nrf2 FP 3 and cardiac RTF act 7.
`COc1ccc(C2N(c3ccc(Cl)cc3)N=C(C(C)=O)N(C)N2C(C)=O)cc1` (centres undefined) gave RTF Ca sens inh 6, PfHsp90 set2 -47, LANA DNA inh -0.9, Mot1-301 SUMO 66, dFosB act -9, CDK5 p35 inh 0.7, Rtt109 Vps75 1, NSD2 inh 1, PvdQ acylase -1, Keap1 Nrf2 FP -3 and cardiac RTF act -2.
For O=C(O)c1ccc(Sc2nnnn2-c2ccccc2)c([N+](=O)[O-])c1 the results were RTF Ca sens inh -1, PfHsp90 set2 3, LANA DNA inh -0.2, Mot1-301 SUMO 173, dFosB act -3, CDK5 p35 inh -1.1, Rtt109 Vps75 18, NSD2 inh 2, PvdQ acylase -2, Keap1 Nrf2 FP 0 and cardiac RTF act 4.
O=C(c1ccc(CNc2c(N3CCCC3)c(=O)c2=O)cc1)N1CCN(C2CCCCC2)CC1 was read as RTF Ca sens inh -6, PfHsp90 set2 -163, LANA DNA inh 0.3, Mot1-301 SUMO -14, dFosB act -2, CDK5 p35 inh -0.9, Rtt109 Vps75 -8, PvdQ acylase -15, Keap1 Nrf2 FP 2 and cardiac RTF act 1.
Screening CCCCNC(=O)C(=O)NC(C)CCc1ccccc1 (centres undefined) returned RTF Ca sens inh -2, LANA DNA inh 1.4, Mot1-301 SUMO 11, dFosB act -4, CDK5 p35 inh -0.4, Rtt109 Vps75 2, NSD2 inh 0, PvdQ acylase -9, Keap1 Nrf2 FP 0 and cardiac RTF act 4.
For Cc1cc(C(=O)N2CCN(c3ncccn3)CC2)c2cc(F)ccc2n1 the results were RTF Ca sens inh 1, PfHsp90 set2 -12, LANA DNA inh -0.1, Mot1-301 SUMO 60, dFosB act -1, CDK5 p35 inh 0.4, Rtt109 Vps75 -3, NSD2 inh -3, PvdQ acylase 6, Keap1 Nrf2 FP 4 and cardiac RTF act 8.
For CC1(C)c2[nH]c3ccccc3c2C[C@H]2C(=O)N(N)CC(=O)N21 the results were RTF Ca sens inh 0, PfHsp90 set2 10, LANA DNA inh 0.7, Mot1-301 SUMO -1, dFosB act -2, CDK5 p35 inh -0.6, Rtt109 Vps75 -4, NSD2 inh -3, PvdQ acylase -15, Keap1 Nrf2 FP 0 and cardiac RTF act -2.
Screening N#Cc1c(-c2ccccc2)nc(SCC(=O)Nc2nnc(C(F)(F)F)s2)[nH]c1=O returned PfHsp90 set2 1, LANA DNA inh -1.4, Mot1-301 SUMO -9, dFosB act 3, CDK5 p35 inh -2.1, Rtt109 Vps75 -11, NSD2 inh -6, PvdQ acylase 0 and Keap1 Nrf2 FP 2.
CCCCC(OC(=O)c1ccco1)C(=O)NCc1ccc(C)cc1 (centres undefined) was read as RTF Ca sens inh 2, PfHsp90 set2 -5, LANA DNA inh -0.3, Mot1-301 SUMO -17, dFosB act -1, CDK5 p35 inh -0.6, Rtt109 Vps75 3, PvdQ acylase 3, Keap1 Nrf2 FP 0 and cardiac RTF act 4.
`CC1=C(C(=O)NC(C)C)C2(CCC(C)CC2)OC1=O` (centres undefined) gave RTF Ca sens inh -1, PfHsp90 set2 5, LANA DNA inh -0.8, Mot1-301 SUMO -5, dFosB act -5, CDK5 p35 inh 1.5, Rtt109 Vps75 -8, PvdQ acylase -11, Keap1 Nrf2 FP -2 and cardiac RTF act 2.
Screening CN(CCc1ccccc1)C(=O)c1cccc(NC(=O)Cc2ccc([N+](=O)[O-])cc2)c1 returned RTF Ca sens inh -11, PfHsp90 set2 -24, LANA DNA inh 2.1, Mot1-301 SUMO 3, dFosB act -4, CDK5 p35 inh 0.5, Rtt109 Vps75 0, PvdQ acylase -9, Keap1 Nrf2 FP 3 and cardiac RTF act -2.
C=CCSc1nc2ccsc2c(=O)n1-c1cccnc1 was read as PfHsp90 set2 8, LANA DNA inh -1.2, Mot1-301 SUMO -2, dFosB act -5, CDK5 p35 inh 0.5, Rtt109 Vps75 -8, NSD2 inh 5, PvdQ acylase -6 and Keap1 Nrf2 FP -2.
COc1cc(/C=C/C(=O)O)cc(S(=O)(=O)NCCCC(=O)O)c1OC was read as RTF Ca sens inh -1, PfHsp90 set2 -4, LANA DNA inh 1.4, Mot1-301 SUMO -3, dFosB act 1, CDK5 p35 inh 3.3, Rtt109 Vps75 -3, NSD2 inh -3, PvdQ acylase 14, Keap1 Nrf2 FP 1 and cardiac RTF act 0.
CCN(CC)S(=O)(=O)c1ccc(N/N=C(\C)c2ccncc2)nc1 was read as RTF Ca sens inh -2, PfHsp90 set2 -1, LANA DNA inh -0.8, Mot1-301 SUMO -7, dFosB act -2, CDK5 p35 inh -0.6, Rtt109 Vps75 -6, NSD2 inh 1, PvdQ acylase 6, Keap1 Nrf2 FP 8 and cardiac RTF act -1.
Screening CC1(c2cccc([N+](=O)[O-])c2)CC(C)(C)N(C(=O)c2ccccc2)c2ccccc21 (centres undefined) returned RTF Ca sens inh 12, PfHsp90 set2 16, LANA DNA inh -1.1, Mot1-301 SUMO -1, dFosB act -1, CDK5 p35 inh 0.2, Rtt109 Vps75 -4, NSD2 inh -1, PvdQ acylase 10, Keap1 Nrf2 FP 2 and cardiac RTF act -2.
Screening COc1cccc(CNC(=O)CCC2CCCN(c3cc(C)nc(N4CCCC4)n3)C2)c1 (centres undefined) returned RTF Ca sens inh 1, PfHsp90 set2 -2, LANA DNA inh -0.3, Mot1-301 SUMO -11, dFosB act -7, CDK5 p35 inh -1.0, Rtt109 Vps75 -1, NSD2 inh 6, PvdQ acylase -11, Keap1 Nrf2 FP -5 and cardiac RTF act 11.
COc1ccc(/C=N/NC(=O)c2ccn[nH]2)cc1COc1ccc(Cl)cc1Cl was read as RTF Ca sens inh 2, PfHsp90 set2 1, LANA DNA inh 0.3, Mot1-301 SUMO 16, dFosB act -10, CDK5 p35 inh 9.4, Rtt109 Vps75 1, NSD2 inh 1, PvdQ acylase 5, Keap1 Nrf2 FP 4 and cardiac RTF act 6.
Cc1cccc(NC(=O)C2CCCN(S(=O)(=O)c3c(C)nn(C)c3C)C2)c1 (centres undefined) was read as RTF Ca sens inh -2, PfHsp90 set2 -13, LANA DNA inh -1.5, Mot1-301 SUMO -5, dFosB act -2, CDK5 p35 inh 1.1, Rtt109 Vps75 -14, PvdQ acylase -1, Keap1 Nrf2 FP -5 and cardiac RTF act 3.
For Cc1cc(C)c(C(=O)CSc2nnc(C)c(=O)[nH]2)cc1C the results were RTF Ca sens inh 6, PfHsp90 set2 -10, LANA DNA inh -0.7, Mot1-301 SUMO -5, dFosB act -1, CDK5 p35 inh -0.5, NSD2 inh -3, PvdQ acylase 10, Keap1 Nrf2 FP -5 and cardiac RTF act -1.
COc1ccc(C(=O)CC(SCC(NC(C)=O)C(=O)O)c2ccc(Cl)cc2)cc1OC (centres undefined) was read as RTF Ca sens inh -7, PfHsp90 set2 -5, LANA DNA inh 0.8, Mot1-301 SUMO 2, dFosB act -2, CDK5 p35 inh -0.6, Rtt109 Vps75 -3, NSD2 inh 6, PvdQ acylase -9, Keap1 Nrf2 FP 2 and cardiac RTF act 1.
`CC(=O)N1C[C@H]2CON(C)[C@H]2C[C@H]1c1ccccc1Br` gave RTF Ca sens inh -9, PfHsp90 set2 -9, LANA DNA inh 0.3, dFosB act 5, CDK5 p35 inh 0.1, Rtt109 Vps75 -7, PvdQ acylase -12, Keap1 Nrf2 FP 4 and cardiac RTF act -3.
Cc1ccc(C)c(N=Nc2nc3ccccc3n2C)c1 was read as RTF Ca sens inh -4, PfHsp90 set2 -33, LANA DNA inh 2.2, Mot1-301 SUMO -16, dFosB act -19, CDK5 p35 inh 13, NSD2 inh -1, PvdQ acylase 15, Keap1 Nrf2 FP 1 and cardiac RTF act 7.
Screening CCN(CC)CCN(C(=O)c1ccc(Br)s1)c1nc2cc3c(cc2s1)OCCO3 returned RTF Ca sens inh -11, PfHsp90 set2 9, LANA DNA inh 0.4, Mot1-301 SUMO -19, dFosB act -6, CDK5 p35 inh 4.5, Rtt109 Vps75 2, NSD2 inh 9, PvdQ acylase -6, Keap1 Nrf2 FP -5 and cardiac RTF act 3.
CCCOC(=O)CSc1nnc(-c2ccc(Cl)cc2Cl)o1 was read as RTF Ca sens inh 6, PfHsp90 set2 -10, LANA DNA inh -0.7, Mot1-301 SUMO 9, dFosB act -4, CDK5 p35 inh -0.8, Rtt109 Vps75 -21, NSD2 inh -5, PvdQ acylase 4, Keap1 Nrf2 FP 2 and cardiac RTF act -8.
For CCN1CCCC1CNC(=O)c1cc2c(OC)cccc2[nH]1 (centres undefined) the results were RTF Ca sens inh -13, PfHsp90 set2 4, LANA DNA inh 0.2, Mot1-301 SUMO 137, dFosB act -6, CDK5 p35 inh 0.3, Rtt109 Vps75 -3, NSD2 inh 29, PvdQ acylase -6, Keap1 Nrf2 FP 7 and cardiac RTF act -2.
